Epigenetic reg: derepresses silenced GFP reporter in murine cells. AID 1865. hit rate 0.2% among 280,000. Potency, µM (titrated, usually from 53.9 µM), for inactives: top-dose GFP activation, actives largely listed as activators. murine LDR cells, GFP reporter derepression, 30 h; further: potency means the concentration at half of the fitted maximal effect; % of control where 0% means no effect; nearly all actives have a fitted effect of over 60% in size
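In this reporter-derepression format, murine cells bearing a silenced integrated CMV-GFP locus incubate with test compound (30 h, 37 C), then are washed and imaged; fluorescent objects of 20–120 um count as induced cells.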
KinaseGlo FLuc: counter-screen: inhibitors of Kinase-Glo firefly luciferase; Q27757; Potency, µM (doses to about 38.3 µM), inactives show at the top dose activity change, negative = inhibition, hits mostly inhibitors; Kinase-Glo luciferase, ATP luminescence, 8 min; hit rate 0.28% among 200,000; further: potency means the concentration at half of the fitted maximal effect; on the % scale 0 is the no-effect control and ±100 the full control effect; nearly all actives have a fitted effect of over 60% in size
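Recombinant Kinase-Glo luciferase, 10 uM ATP (linear range), luciferin; imidazole pH 7.2 / KCl / MgCl2 / Tween / BSA buffer; 8 min RT; luminescence.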
Lamin A splicing: modulators of lamin A splicing. Potency, µM (series often up to 46.1 µM), inactives show at the highest dose ratio change, negative = inhibition, hits mostly inhibitors. hit rate 0.01% among 200,000. HeLa LMNA splicing GFP/RFP minigene ratio, 48 h. AID 1487; active means well fitted inhibition curve with a large enough effect in the signal ratio, with a control signal flat, not every such curve was filed as active; inconclusive means small, poorly fitted or top-dose-only effect, or effect the other way, or a change in a side signal; the % refers to the signal ratio; further: potency means the concentration at half of the fitted maximal effect; on the % scale 0 is the no-effect control and ±100 the full control effect
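S3 HeLa cells stably expressing lamin A-EGFP splicing minigene plus DsRed2, 600 cells/well, 48 h compound exposure at 37C. Laser-scanning cytometry; analysed as GFP (500-530 nm)/RFP (575-640 nm) total intensity ratio; 0.5% DMSO vehicle.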
NPSR antagonist: antagonists of human neuropeptide S receptor cAMP signaling | AID 1461 | CHO-NPSR cells, cAMP TR-FRET, antagonist mode | hit rate 1% among 220,000 | Potency, µM (series often up to 38.3 µM), for inactives: at the highest dose activity change, negative = inhibition, hits mostly inhibitors | Q6W5P4; further: potency means the concentration at half of the fitted maximal effect; on the % scale 0 is the no-effect control and ±100 the full control effect; nearly all actives have a fitted effect of over 50% in size; many of its hits are not listed in these tables
Target sequence (Q6W5P4 whole entry, looked up): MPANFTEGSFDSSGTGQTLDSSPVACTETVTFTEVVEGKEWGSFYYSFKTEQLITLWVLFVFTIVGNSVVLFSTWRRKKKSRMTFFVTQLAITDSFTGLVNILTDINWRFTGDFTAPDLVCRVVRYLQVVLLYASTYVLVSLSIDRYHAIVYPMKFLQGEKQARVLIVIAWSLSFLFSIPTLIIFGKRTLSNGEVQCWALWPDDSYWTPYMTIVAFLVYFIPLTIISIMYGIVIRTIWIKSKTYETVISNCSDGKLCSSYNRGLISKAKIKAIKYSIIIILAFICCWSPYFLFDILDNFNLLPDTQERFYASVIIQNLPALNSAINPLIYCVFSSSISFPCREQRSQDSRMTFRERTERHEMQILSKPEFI
HttQ103 aggreg: reduces HttQ103-GFP aggregates in PC12 cells. PC12 HttQ103-GFP aggregates, Acumen cytometry, 40 h. Potency, µM (titrated, usually from 46.1 µM), for inactives: at the highest dose activity change, negative = inhibition, most hits filed as inhibitors. hit rate 1.1% among 220,000. AID 1688; further: potency means the concentration at half of the fitted maximal effect; on the % scale 0 is the no-effect control and ±100 the full control effect; nearly all actives have a fitted effect of over 60% in size
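Huntingtin Q103 exon 1–GFP aggregates in induced PC12 cells (100 nM tebufenozide) were quantified by cytometry from lysates, with compounds dosed in titration.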
IMPase Li inh: cell-permeable IMPase inhibitors with lithium potentiation | CHO-M1 cells, IP1 TR-FRET (IP-One), carbachol + lithium | Potency, µM (doses to about 59.4 µM), for inactives: at the top dose activity, negative = IMPase inhibition, usual class: inhibitors | hit rate 0.35% among 210,000;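 further: IP1 builds up when IMPase is blocked and the TR-FRET signal falls; potency means the concentration at half of the fitted maximal effect; plate controls were basal vehicle for no effect and high inhibitor control for full effect; nearly all actives have a fitted effect of over 50% in size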
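CHO cells stably expressing M1 receptor (2000/well) were cultured 16–30 h, then exposed to compounds with a small lithium addition for 30 min at 37C. IP1 was measured by TR-FRET competition; AC50 from Hill fits.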
CBFb RUNX1 block: CBF-beta/RUNX1 interaction disruption; Q01196+Q13951; Potency, µM (highest dose often 59.8 µM), for inactives: at the highest dose activity, negative = inhibition, usual class: inhibitors; 230,000 tested, under 10 active; AlphaScreen CBFb-His/RUNX1-biotin binding, biochemical; further: % of control where 0% means no effect
Target sequence (Q01196 whole entry, looked up): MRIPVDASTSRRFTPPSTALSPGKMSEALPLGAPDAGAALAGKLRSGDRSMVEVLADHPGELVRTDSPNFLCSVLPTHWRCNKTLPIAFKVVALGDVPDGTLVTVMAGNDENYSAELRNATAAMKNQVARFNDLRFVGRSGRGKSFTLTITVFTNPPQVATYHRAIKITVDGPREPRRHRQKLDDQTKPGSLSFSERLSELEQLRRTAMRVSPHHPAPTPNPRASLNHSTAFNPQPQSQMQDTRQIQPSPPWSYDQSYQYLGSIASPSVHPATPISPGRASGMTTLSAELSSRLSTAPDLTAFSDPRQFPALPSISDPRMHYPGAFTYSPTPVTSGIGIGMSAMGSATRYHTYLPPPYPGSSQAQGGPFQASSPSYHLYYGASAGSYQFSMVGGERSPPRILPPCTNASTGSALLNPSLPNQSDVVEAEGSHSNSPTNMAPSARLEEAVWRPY
Target sequence (Q13951 whole entry, looked up): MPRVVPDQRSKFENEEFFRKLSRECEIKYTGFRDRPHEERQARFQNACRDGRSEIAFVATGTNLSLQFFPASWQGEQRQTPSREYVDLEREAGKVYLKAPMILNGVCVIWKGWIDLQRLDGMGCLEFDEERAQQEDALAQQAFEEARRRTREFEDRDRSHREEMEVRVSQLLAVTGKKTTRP
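Bead-based AlphaScreen assay; binding partners His-tagged CBF-beta and biotinylated RUNX1 at 30 nM each. Compound exposure 15 min after a 20-min protein preincubation; bead step 90 min; all steps at room temperature.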
Numbers without * were called inactive; u = inconclusive; x = no result given; & = joins results of further samples; [ ] = remark or other dose. Unless noted, the call rests on the fitted dose curve; in most records, active means well fitted curve in the direction sought with a large enough effect; inconclusive means small, poorly fitted or top-dose-only effect, or another doubt; inactive means no such curve, though single readings can be large; an effect the other way counts as inactive or inconclusive. The list is partial; rates above refer to the full screens.

No. | smiles | Epigenetic reg | KinaseGlo FLuc | Lamin A splicing | NPSR antagonist
1 | COc1cc(/C=N/S(=O)(=O)CCc2ccccc2)ccc1O | 0.0% | 1% | 2% | -10%[46.1 µM]
2 | Cn1c2c(c(=O)[nH]c1=O)C(c1cccc(O)c1)C1=C(N2)c2ccccc2C1=O (configuration not stated) | 7.2% | -23% | x | -39%
3 | O=c1[nH]c2ccccc2nc1/C=C(\O)C1CC1 | 0.0% | -1% | -6% | -13%
4 | CCCn1nc(C(=O)OCC(=O)Nc2cccc(OC)c2)c2ccccc2c1=O | -0.1% | 3% | u | -2%
5 | O=C1CCc2cc(S(=O)(=O)N3CCCC3C(=O)N3CCN(c4ccccc4)CC3)ccc2N1 (configuration not stated) | 0.0% | -1% | 1% | -6%[46.1 µM]
6 | CC1=NNC(=O)C1CCC(=O)N/N=C/c1ccc(Cl)cc1 (configuration not stated) | -6.1% | 1% | -16%[46 µM] | 10%
7 | FC(F)(F)c1cc(NC(=S)NC(c2ccccc2)c2ccccc2)cc(C(F)(F)F)c1 | 0.0% | 1% | x | x
8 | O=C1CC(Sc2nnc(-c3ccccc3O)o2)C(=O)N1c1ccccc1 (configuration not stated) | 0.6% | 1% | 8% | u
9 | O=C(CCN1C(=O)C2C3C=CC(C3)C2C1=O)Nc1ccc2c(c1)OCO2 (configuration not stated) | 0.0% | -2% | -4% | -4%[46.1 µM]
10 | Cc1ccc(C(=O)NCC(=O)OC(C)C(=O)NCCC2=CCCCC2)cc1C (configuration not stated) | 0.0% | 2% | -3% | 7%
11 | CCOc1cccc(C(=O)N(Cc2ccc(F)cc2)C2CCS(=O)(=O)C2)c1 (configuration not stated) | -9.5% | -1% | -8% | -8%[46.1 µM]
12 | CCCCC(=O)NCCNC(=O)c1cc(OCC(F)(F)F)ccc1OCC(F)(F)F | 8.2% | 19% | -14% | 0%[46.1 µM]
13 | Nc1nc(-c2ccc([N+](=O)[O-])cc2)cs1 | -0.9% | x | -4% | 10%[46.1 µM]
14 | Cc1cccc(NC(=O)C2CCCN(S(=O)(=O)c3cccc4nonc34)C2)c1 (configuration not stated) | u | 2% | x | 0%
15 | Cc1cc(NC(=O)Cn2nnc3sc4c(c3c2=O)CCC(C(C)(C)C)C4)no1 (configuration not stated) | 6.5% | x | u | -28%[46.1 µM]

No. | HttQ103 aggreg | IMPase Li inh | CBFb RUNX1 block
1 | -29% | 16% | 6%
2 | -5%[9.22 µM] | 39%[activator] | -5%
3 | -4% | 10% | 4%
4 | 14% | 8% | 10%
5 | 4% | -1%[38.3 µM] | 4%
6 | 20% | -6% | -2%
7 | x | 17% | 10%
8 | u | -15%[38.3 µM] | 4%
9 | 2% | 3%[38.3 µM] | 10%
10 | 20% | -1% | 0%
11 | 9% | -1%[38.3 µM] | 12%
12 | u | 5%[38.3 µM] | 5%
13 | -6% | x | -6%
14 | -21% | -10% | 10%
15 | 2% | x | -13%

Next results
No. | smiles | Epigenetic reg | KinaseGlo FLuc | Lamin A splicing | NPSR antagonist
16 | COc1cc(S(=O)(=O)n2nnc3ccccc32)c(OC)cc1Cl | 1.0% | 1% | -23% | -5%[46.1 µM]
17 | CC(C1CC1)N(Cc1ccccc1)C(=O)NC(=O)c1ccc(F)cc1 (configuration not stated) | -0.4% | -2% | 9%[46 µM] | -18%
18 | CCN1CCc2c(C#N)c(N3CCCCC3)nc(N3CCOCC3)c2C1 | -7.7% | x | u | -11%[46.1 µM]
19 | Cc1ccc(NC(=O)CN2CCC(Cc3ccccc3)CC2)cc1S(=O)(=O)N(C)C | -4.3% | -1% | u | u
20 | COc1ccc(/C=N/NC(=O)c2ccn[nH]2)cc1COc1ccc(F)cc1 | -2.3% | -4% | 13% | -2%[46.1 µM]
21 | O=C(O)c1ccccc1-c1ccccc1C(=O)NCc1cccc(C(F)(F)F)c1 | -2.6% | 0% | -15%[46 µM] | 6%
22 | COc1ccccc1OCCC(=O)NCc1ccc2c(c1)OCO2 | -0.1% | 1% | x | 2%
23 | COC(=O)c1ccccc1NC(=O)CSc1ncn[nH]1 | 0.0% | x | x | 4%
24 | CC(=O)N(C(C)=O)n1c(/C=C/c2ccc([N+](=O)[O-])cc2)nc2ccccc2c1=O | -0.3% | x | x | -43%
25 | Cn1c(SCC(=O)Nc2ccc3cn[nH]c3c2)nnc1-c1cccs1 | 1.1% | 3% | 13% | 0%[46.1 µM]
26 | CCn1c(CN2CCN(Cc3ccc(C)cc3)C(CCO)C2)nc2ccccc21 (configuration not stated) | 1.5% | x | x | -2%
27 | CCN(CC)CCNC(=O)c1ccc(Sc2ccc(Cl)cc2)c(NC(C)=O)c1 | -1.8% | -2% | 4%[46 µM] | 14%
28 | COc1ccccc1C(=O)CSc1nnc(-c2ccco2)o1 | 1.8% | 3% | x | 5%
29 | Cc1ccc(C(=O)NC(C#N)=C(Cl)Cl)cc1 | u | 1% | u | -28%
30 | C#CCn1c(S(=O)(=O)Cc2ccccc2Cl)nc(-c2ccccc2)c1-c1ccccc1 | 5.2% | 3% | -16% | 10µM*

No. | HttQ103 aggreg | IMPase Li inh | CBFb RUNX1 block
16 | -12% | -4% | -6%
17 | -6% | -1% | -8%
18 | -7% | x | 4%
19 | -25% | 7% | 2%
20 | 12% | 0%[38.3 µM] | -16%
21 | -14%[9.22 µM] | -3% | -1%
22 | 5% | 4% | -2%
23 | -41%[9.22 µM] | x | 5%
24 | 15% | 12% | -7%
25 | 0% | 1%[38.3 µM] | 2%
26 | 10% | x | 9%
27 | 1% | -3% | 2%
28 | -4% | -1% | 3%
29 | x | 0% | -6%
30 | -13% | 37%[38.3 µM] | 5%

Following part:
No. | smiles | Epigenetic reg | KinaseGlo FLuc | Lamin A splicing | NPSR antagonist
31 | COCC(C)NC(=O)c1ccc(CN2CCc3ccccc3C2)cc1 (configuration not stated) | -3.2% | -1% | u | 12%
32 | Cc1ccc(NC(=O)CSc2nc3c(cc2C#N)C(=O)CCC3)cc1S(=O)(=O)N(C)C | 12% | 0% | u | -9%
33 | COc1cccc(OCC(O)CN2CCN(c3ccccc3)CC2)c1 (configuration not stated) | -1.5% | x | x | 7%
34 | O=C(NCc1ccc(F)cc1)c1c(O)c2cccc3c2n(c1=O)CCC3 | -0.7% | 11% | 9% | 18%[46.1 µM]
35 | O=[N+]([O-])c1ccc(N2CCC(O)CC2)nc1 | 0.0% | 3% | 19% | 13%
36 | O=[N+]([O-])c1ccc(/C=N/NC(=S)Nc2ccccc2F)o1 | 1.0% | 0% | -5% | 10%
37 | COC(=O)CNS(=O)(=O)c1ccc(C)cc1 | 4.9% | 2% | 9% | -8%[46.1 µM]
38 | CCOc1ccc(N2C(=O)/C(=C\c3ccccc3OC)S(=O)(=O)C2c2cccc([N+](=O)[O-])c2)cc1 (configuration not stated) | 0.0% | 2% | -14% | -41%
39 | COc1ccc(C(=O)Nc2ncc(C)s2)cc1S(=O)(=O)N1CCCC1 | -0.6% | -1% | x | -1%
40 | COc1ccc(NC(=O)/C(Cl)=C(/Cl)S(=O)(=O)Cc2ccc(C)cc2)cn1 | u | -5% | u | 4µM*
41 | CC(c1ccccc1)N1CC(C(=O)NC2CCCC2)CC1=O (configuration not stated) | 0.0% | 9% | 1% | -8%[46.1 µM]
42 | CC(C)(C)NC(=O)CCCCCCCC(=O)NC(C)(C)C | 3.2% | -2% | 10%[46 µM] | -8%
43 | Cc1cc2ccccn2c1C(C[N+](=O)[O-])c1ccc(N(C)C)cc1 (configuration not stated) | -1.6% | -3% | u | -6%
44 | CC(=O)Nc1cc2ccccc2oc1=O | 0.1% | 8% | u | 14%
45 | CCc1nnc(NC(=O)c2cc(-c3cccnc3)nc3ccccc23)s1 | 2.1% | -7% | 2%[9.22 µM] | -15%

No. | HttQ103 aggreg | IMPase Li inh | CBFb RUNX1 block
31 | 12% | 20% | -5%
32 | u | 0% | -11%
33 | 3%[9.22 µM] | x | 6%
34 | -6% | 4%[38.3 µM] | 2%
35 | 4% | -5% | 5%
36 | 12% | -1% | -3%
37 | 7%[9.22 µM] | 29%[38.3 µM] | 1%
38 | u | -6% | -10%
39 | u | -17% | -11%
40 | -1%[9.22 µM] | 3%[38.3 µM] | -3%
41 | -7% | 6%[38.3 µM] | 2%
42 | -13%[9.22 µM] | -1% | 6%
43 | -10% | 8% | 28%
44 | -14% | -3%&-3% | -1%
45 | -8% | -5% | -1%

Continuation.
No. | smiles | Epigenetic reg | KinaseGlo FLuc | Lamin A splicing | NPSR antagonist
46 | COCCCNC(=S)Nc1ccc(OC(F)F)cc1C | 1.1% | 2% | u | 18%
47 | C=CCNc1nc(C)nc(OC)n1 | -0.8% | x | 1% | -6%[46.1 µM]
48 | Cc1nc2cc(NC(=O)Nc3cccc(F)c3)ccc2n1C | -1.1% | x | x | -4%
49 | CCc1cc2cc(C(=O)Nc3ccc(C)cc3)sc2s1 | -2.1% | 0% | 0% | u

No. | HttQ103 aggreg | IMPase Li inh | CBFb RUNX1 block
46 | 3% | -3% | 3%
47 | -5% | x | 6%
48 | 26%[9.22 µM] | x | 7%
49 | -1% | -20% | -6%

Excerpt: nos. 39 to 46
No. | smiles | Epigenetic reg | KinaseGlo FLuc | Lamin A splicing | NPSR antagonist
39 | COc1ccc(C(=O)Nc2ncc(C)s2)cc1S(=O)(=O)N1CCCC1 | -0.6% | -1% | x | -1%
40 | COc1ccc(NC(=O)/C(Cl)=C(/Cl)S(=O)(=O)Cc2ccc(C)cc2)cn1 | u | -5% | u | 4µM*
41 | CC(c1ccccc1)N1CC(C(=O)NC2CCCC2)CC1=O (configuration not stated) | 0.0% | 9% | 1% | -8%[46.1 µM]
42 | CC(C)(C)NC(=O)CCCCCCCC(=O)NC(C)(C)C | 3.2% | -2% | 10%[46 µM] | -8%
43 | Cc1cc2ccccn2c1C(C[N+](=O)[O-])c1ccc(N(C)C)cc1 (configuration not stated) | -1.6% | -3% | u | -6%
44 | CC(=O)Nc1cc2ccccc2oc1=O | 0.1% | 8% | u | 14%
45 | CCc1nnc(NC(=O)c2cc(-c3cccnc3)nc3ccccc23)s1 | 2.1% | -7% | 2%[9.22 µM] | -15%
46 | COCCCNC(=S)Nc1ccc(OC(F)F)cc1C | 1.1% | 2% | u | 18%

No. | HttQ103 aggreg | IMPase Li inh | CBFb RUNX1 block
39 | u | -17% | -11%
40 | -1%[9.22 µM] | 3%[38.3 µM] | -3%
41 | -7% | 6%[38.3 µM] | 2%
42 | -13%[9.22 µM] | -1% | 6%
43 | -10% | 8% | 28%
44 | -14% | -3%&-3% | -1%
45 | -8% | -5% | -1%
46 | 3% | -3% | 3%
